High-throughput results as filed in PubChem BioAssay.
MT1-MMP act inh – inhibitors of human MT1-MMP activation | P50281 | HT1080 RFP-PRO-GFP cells, GFP/RFP ratio fluorescence, overnight; percent of plate control window, DMSO zero | GFP/RFP ratio change, % at 20 µM | actives 0.061% (n = 360,000);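 active = GFP/RFP ratio change of at least 30% with cell ATP level not reduced by more than half and red fluorescence within 50% of control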; note: strong numbers were not always called active
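Read-out: GFP/RFP fluorescence ratio; Test system: RFP-PRO-GFP reporter HT1080 cells; Compound dosing: single-point 20 µM compound, 1% DMSO; Times: overnight compound exposure at 37 °C.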
FAS TE block – blocks the thioesterase domain of human fatty acid synthase. P49327. recombinant FAS-TE, OMFH fluorogenic substrate, fluorescence endpoint. inhibition, % at 15 µM. AID 602261. actives 0.67% (n = 360,000);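 active = compounds whose normalised, plate-corrected inhibition of enzyme fluorescence in the single-dose primary screen is 50% or more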;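 note: 0% = DMSO with enzyme and 100% = substrate without enzyme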
bovine MsrA act – activators of bovine methionine sulfoxide reductase A. purified bovine MsrA, absorbance read-out. activation, % at 10.6 µM. actives 0.3% (n = 360,000). AID 602163; in the data active = activation above about 7.5%;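 note: 0% = vehicle and 100% = reference activator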
Neddyl block – inhibitors of human cullin neddylation. actives 0.58% (n = 360,000). calls only at 25 µM. TR-FRET cullin neddylation, biochemical; in the data active = inhibition above about 36%
MLLE-PAM2 inh – inhibitors of microRNA-mediated deadenylation, human PABP1 MLLE binding. P11940. GST-MLLE / FITC-PAM2 fluorescence polarization. inhibition, % at 20 µM. actives 0.36% (n = 360,000). AID 588489; in the data active = inhibition above about 35%, passing the limit was not always enough;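 note: plate controls were DMSO wells with GST-MLLE for no effect and wells lacking GST-MLLE protein for full effect; some results filed as inactive read as strong as hits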
Rin1-Abl PPI inh – blocks binding of human Rin1 to Abl | P00519+Q13671 | TR-FRET Rin1/Abl binding, biochemical | inhibition, % at 7.35 µM | actives 0.4% (n = 360,000) | AID 588664; in the data active = inhibition above about 5%, passing the limit was not always enough
Target sequence (P00519 whole entry, looked up): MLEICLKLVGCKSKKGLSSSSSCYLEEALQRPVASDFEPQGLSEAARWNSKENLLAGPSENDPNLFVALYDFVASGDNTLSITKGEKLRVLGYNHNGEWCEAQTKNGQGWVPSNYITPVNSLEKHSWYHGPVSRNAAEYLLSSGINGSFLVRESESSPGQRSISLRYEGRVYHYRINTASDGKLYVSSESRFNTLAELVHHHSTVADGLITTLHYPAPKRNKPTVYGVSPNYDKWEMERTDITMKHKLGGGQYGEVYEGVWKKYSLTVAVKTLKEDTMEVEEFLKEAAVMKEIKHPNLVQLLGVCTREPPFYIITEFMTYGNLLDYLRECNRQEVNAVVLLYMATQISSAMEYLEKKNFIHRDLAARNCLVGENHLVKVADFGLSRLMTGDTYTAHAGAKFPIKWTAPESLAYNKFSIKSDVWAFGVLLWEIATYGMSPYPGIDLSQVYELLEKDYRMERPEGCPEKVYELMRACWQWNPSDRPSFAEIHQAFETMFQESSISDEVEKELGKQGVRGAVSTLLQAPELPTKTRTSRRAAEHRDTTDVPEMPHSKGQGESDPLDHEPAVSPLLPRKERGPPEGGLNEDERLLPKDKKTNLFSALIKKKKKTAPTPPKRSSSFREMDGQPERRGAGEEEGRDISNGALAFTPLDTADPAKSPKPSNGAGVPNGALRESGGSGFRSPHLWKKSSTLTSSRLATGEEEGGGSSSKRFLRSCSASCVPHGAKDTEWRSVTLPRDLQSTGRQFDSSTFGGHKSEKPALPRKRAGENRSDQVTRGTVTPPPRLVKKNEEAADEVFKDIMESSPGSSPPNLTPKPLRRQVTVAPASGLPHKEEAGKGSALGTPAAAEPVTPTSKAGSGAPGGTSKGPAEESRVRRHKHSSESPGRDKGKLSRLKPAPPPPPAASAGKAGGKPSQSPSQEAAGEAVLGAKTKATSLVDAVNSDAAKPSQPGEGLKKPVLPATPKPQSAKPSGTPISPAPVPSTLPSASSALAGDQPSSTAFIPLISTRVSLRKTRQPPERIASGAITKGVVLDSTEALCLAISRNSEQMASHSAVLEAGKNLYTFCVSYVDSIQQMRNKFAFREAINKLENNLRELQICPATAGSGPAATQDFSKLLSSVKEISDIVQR
Target sequence (Q13671 whole entry, looked up): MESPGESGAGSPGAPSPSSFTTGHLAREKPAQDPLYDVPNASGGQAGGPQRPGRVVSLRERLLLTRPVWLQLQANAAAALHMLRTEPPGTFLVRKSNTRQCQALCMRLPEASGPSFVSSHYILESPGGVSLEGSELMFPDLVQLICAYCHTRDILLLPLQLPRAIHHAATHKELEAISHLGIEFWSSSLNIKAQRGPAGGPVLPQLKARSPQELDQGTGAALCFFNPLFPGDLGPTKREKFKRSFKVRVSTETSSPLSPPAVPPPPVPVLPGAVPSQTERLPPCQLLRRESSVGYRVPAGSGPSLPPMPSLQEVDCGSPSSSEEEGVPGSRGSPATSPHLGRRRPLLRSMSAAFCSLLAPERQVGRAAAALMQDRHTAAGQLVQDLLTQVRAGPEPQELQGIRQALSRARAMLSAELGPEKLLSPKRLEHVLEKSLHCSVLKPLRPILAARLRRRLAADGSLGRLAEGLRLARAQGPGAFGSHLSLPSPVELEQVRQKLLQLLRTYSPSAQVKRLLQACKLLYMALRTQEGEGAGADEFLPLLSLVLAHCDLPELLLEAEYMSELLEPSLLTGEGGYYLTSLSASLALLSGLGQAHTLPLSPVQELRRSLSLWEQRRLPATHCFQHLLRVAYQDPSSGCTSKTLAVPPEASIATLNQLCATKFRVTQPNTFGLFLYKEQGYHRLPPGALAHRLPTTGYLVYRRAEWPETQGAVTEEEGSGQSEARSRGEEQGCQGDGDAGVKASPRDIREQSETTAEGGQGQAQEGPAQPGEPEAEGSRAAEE
eLon inh – inhibits E. coli Lon protease; P0A9M0; purified E. coli Lon protease, fluorescence polarization; inhibition, % at 7.94 µM; actives 0.42% (n = 360,000); AID 602123; in the data active = inhibition above about 13%, passing the limit was not always enough;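 note: 0% = enzyme with probe and DMSO and 100% = no enzyme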
SKN-1 inh – inhibitors of C. elegans SKN-1; actives 0.49% (n = 360,000); inhibition, % at 21.8 µM; C. elegans VP596 Pgst-4::GFP/RFP ratio, acrylamide-induced, 24 h; AID 624304;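 active = interference check ratio from 0.5 to 1.5 plus GFP to RFP signal ratio inhibition reaching or exceeding a fixed threshold, cut at about 30% in these data, passing the limit was not always enough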; note: some compounds called inactive have numbers as strong as hits
CendR NRP1 mod – modulators of CendR peptide binding to human neuropilin-1 | O14786 | FAM-RPARPAR peptide binding to NRP-1, fluorescence polarization | inhibition, % at 25 µM | actives 0.85% (n = 360,000);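 active = inhibition or corrected inhibition above about 18%, plus a signal ratio from 0.5 to 1.5, limit read from the data, passing the limit was not always enough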; note: strong numbers were not always called active
The depositor's hits bear a star; i = inactive; / = not tested or not shown; + = active, no number. This is a random part of the collection; 4% or so of the library scored in one or more.

molecule,MT1-MMP act inh,FAS TE block,bovine MsrA act,Neddyl block,MLLE-PAM2 inh,Rin1-Abl PPI inh,eLon inh,SKN-1 inh,CendR NRP1 mod
COc1ccc(Cc2c(-c3ccc(F)cc3)nc3c(C)cc(Br)cn23)c(C)c1,-8,11,-4,i,-29,-4,-18,17,-38
CCOc1ccc(N(CC(=O)NC(C)(C)C)S(=O)(=O)c2c(C)noc2C)cc1,1,0,-2,i,-2,0,10,-27,1
O=C1CCCN1CC(CN1CCOCC1)Sc1nc2ccccc2c(=O)n1-c1ccccc1 (centres undefined),11,-12,-11,i,-6,2,0,-8,8
COc1ccc(CNC(=O)CCCc2ccccc2)cc1,1,-3,1,i,0,-2,0,6,6
COCCCNC(=O)c1cc2c(s1)CS(=O)(=O)C2,-3,-12,2,i,4,0,6,16,-5
COc1ccc(C(=O)CN2CCN(CCN3C(=O)c4cccc5cccc(c45)C3=O)CC2)cc1,-3,2,-3,i,-6,-7,-1,-2,2
COc1ccc(NC(=O)C(CC(C)C)NC(=O)c2ccccc2C)cn1 (centres undefined),1,2,0,i,6,-3,1,-3,11
C[C@H](NC(=O)/C=C/[C@H]1O[C@@H](n2ccc(=O)[nH]c2=O)[C@H](O)[C@@H]1O)C(=O)O,0,-6,-2,i,12,0,-2,-9,9
O=C(NCCc1ccc(Cl)cc1)/C(=C/c1cccnc1)NC(=O)c1ccccc1,0,-4,-4,i,-3,6,7,9,-10
Cc1ccc2c(C)c(C(=O)N3CCCCC3CO)oc2c1C (centres undefined),-1,-4,-4,i,-2,3,-7,20,8
CN(C)S(=O)(=O)Nc1cc(Cl)cc(Cl)c1,2,-4,0,i,4,3,5,9,1
COc1ccc(OC)c(N(CC(=O)Nc2ccc3c(c2)OCO3)S(=O)(=O)c2ccccc2)c1,-1,16,-1,i,5,2,3,7,12
COCCNC(=O)c1cccc(OC2CCN(Cc3ccccc3C)CC2)c1,0,-1,-1,i,-12,1,1,5,-5
Cc1cccc(-n2c3nc(=O)[nH]c(=O)c-3cc3cc([N+](=O)[O-])ccc32)c1,16,-5,-3,i,-92,1,3,-4,-60
O=C1C2CCCCN2C(=O)N1CCN1CCN(c2cccc(Cl)c2)CC1 (centres undefined),-3,-3,0,i,20,-2,-6,20,2
COc1cc(OC)c2c(=O)c(OC)c(-c3ccc(OC)c(OC)c3)oc2c1,3,7,-3,/,-12,-3,-12,6,-26
CC(C)CC(CO)N1CCN(C(=O)c2cccc(Cl)c2)CCC1=O (centres undefined),-4,-6,0,i,10,-3,-15,4,19
CSc1nnc(-c2sc3cc(C(F)(F)F)cnc3c2-c2cccnc2)n1C,6,-2,-6,i,-26,1,2,-18,-3
Cc1noc(C)c1COC(=O)c1cccc(S(=O)(=O)N2CCCCCC2)c1,1,14,-11,i,-5,1,-3,-7,-8
Cc1nc(NNC(=O)c2ccccc2)cc(-c2ccccc2)n1,2,-2,2,i,-16,0,4,-4,3
COc1ccc(Cn2nnnc2C(c2ccccc2OC)N2CCC(C(N)=O)CC2)cc1 (centres undefined),-1,-6,-10,i,11,3,-4,-14,10
CCN(CC)S(=O)(=O)c1ccc(N2CCOCC2)c(NC(=O)c2cc(=O)[nH]c3ccccc23)c1,-4,-4,-3,i,5,1,7,11,12
CCOC(=O)c1cc(-c2ccccc2)sc1NC(=O)C(C)N1C(=O)c2ccccc2C1=O (centres undefined),-7,57*,-2,i,-9,5,0,11,11
Cc1cc(-n2ccnc2)n2c(nc3ccccc32)c1C#N,0,-2,-5,+,-20,-2,-23,12,-12
CC(C)C[C@@H](CN)NC(=O)c1nc[nH]c1C(=O)N[C@@H](CC(C)C)C(=O)CNC[C@H](C)NC(=O)c1nc[nH]c1C(=O)N[C@@H](CC(=O)O)C(=O)O,1,-11,-2,i,-5,-2,-4,-10,-6
O=C(CSc1nnc(CNC(=O)c2cccs2)o1)NC1CCCCC1,5,-9,-10,i,9,1,0,0,-2
CC(C)CC1NC(=O)N(CC(=O)Nc2cccc(Br)c2)C1=O (centres undefined),-2,4,-5,i,-9,2,5,5,-3
NS(=O)(=O)c1ccc(NC(=O)COC(=O)CSCc2ccc(F)cc2)cc1,-4,-4,-2,i,2,2,-2,3,-5
O=C(CSc1nc(-c2ccc(F)cc2)cs1)N1CCc2ccccc21,-2,11,-2,i,17,-3,-4,5,-16
COc1cc(Cl)ccc1OCc1cc(C(=O)N2C[C@]3(C)C[C@H]2CC(C)(C)C3)no1,-2,28,1,i,-10,-1,6,20,-1

Another view of three compounds above.
CC(C)C[C@@H](CN)NC(=O)c1nc[nH]c1C(=O)N[C@@H](CC(C)C)C(=O)CNC[C@H](C)NC(=O)c1nc[nH]c1C(=O)N[C@@H](CC(=O)O)C(=O)O
  MT1-MMP act inh: 1
  FAS TE block: -11
  bovine MsrA act: -2
  Neddyl block: i
  MLLE-PAM2 inh: -5
  Rin1-Abl PPI inh: -2
  eLon inh: -4
  SKN-1 inh: -10
  CendR NRP1 mod: -6

O=C(CSc1nnc(CNC(=O)c2cccs2)o1)NC1CCCCC1
  MT1-MMP act inh: 5
  FAS TE block: -9
  bovine MsrA act: -10
  Neddyl block: i
  MLLE-PAM2 inh: 9
  Rin1-Abl PPI inh: 1
  eLon inh: 0
  SKN-1 inh: 0
  CendR NRP1 mod: -2

CC(C)CC1NC(=O)N(CC(=O)Nc2cccc(Br)c2)C1=O (centres undefined)
  MT1-MMP act inh: -2
  FAS TE block: 4
  bovine MsrA act: -5
  Neddyl block: i
  MLLE-PAM2 inh: -9
  Rin1-Abl PPI inh: 2
  eLon inh: 5
  SKN-1 inh: 5
  CendR NRP1 mod: -3

Continuation:
molecule,MT1-MMP act inh,FAS TE block,bovine MsrA act,Neddyl block,MLLE-PAM2 inh,Rin1-Abl PPI inh,eLon inh,SKN-1 inh,CendR NRP1 mod
CCOc1ccc(-n2nnnc2SCC(=O)Nc2cccc(O)c2)cc1,4,22,-4,i,14,1,7,-6,-3
CN(Cc1ccccc1)C(=O)COc1ccc(-c2nnco2)cc1,2,-8,-6,i,-19,5,5,-2,24
COc1ccc(NC(=O)Nc2ccc3c(c2)C(=O)N([C@H](C)CO)C[C@@H](C)[C@@H](CN(C)C(=O)C2CCCCC2)OCCCC[C@H](C)O3)cc1,3,2,0,i,-2,-2,3,4,0
COc1ccc(CNC(=O)Nc2cccc(Cl)c2)cc1,2,8,-5,i,10,2,-7,-3,-2
CCOC(=O)c1cccc(NC(=O)CCc2ccccc2)c1,3,7,-2,i,6,2,-5,13,3
CCc1nnc2n1N=C(c1ccc(OC)cc1)CS2,5,-6,-10,i,-3,-1,10,5,0
COc1ccc(CCn2c(C)cc(C(=O)CN3C(=O)C(=O)N(Cc4ccco4)C3=O)c2C)cc1,-1,12,-4,i,2,4,-14,0,-8
CN(c1ccc(OCC(=O)N2CCCC2)cc1)S(=O)(=O)c1ccc(Cl)cc1,0,-1,-6,i,12,3,2,-5,2
COCCN(C(=O)c1ccco1)c1nc(-c2ccccc2)cs1,2,13,1,i,-3,1,1,6,11
CC(C)Cc1cc(CNC(=O)C2CCC(=O)N(CCc3cccc(F)c3)C2)on1 (centres undefined),1,-5,-1,i,-10,1,1,-10,6
Cc1cnc(C)c(Nc2nc(C(N)CCc3ccccc3)cs2)n1 (centres undefined),0,-8,1,i,-7,0,-20,7,-11
COc1ccc(OCC(=O)Nc2c(C(=O)N3CCC(N4CCCCC4)CC3)oc3ccccc23)cc1,-1,-7,-4,i,13,4,0,-20,6
O=C(C[n+]1cccc(C(=O)Nc2ccccc2)c1)c1ccc([N+](=O)[O-])cc1,-3,-1,0,i,6,2,-7,0,-3
C=C(C)Cn1c(CCCNC(=O)C(C)(C)C)nc2ccccc21,-1,-8,0,i,2,-2,1,1,8
O=C(CCCn1cnc([N+](=O)[O-])n1)Nc1cccc(O)c1,-6,-5,-15,i,11,6,5,0,-12
COc1ccc(CN(C(=O)CSc2nnc(-c3ccccc3C)o2)c2ccc(F)cc2)cc1,2,30,-1,i,-12,-1,3,11,-4
CCOC(=O)/C(C(N)=NCCO)=C(/O)c1ccccc1,10,-7,-11,i,15,1,2,3,1
Fc1ccc(-c2nc3ccc(Cl)cn3c2Cc2cccc(Cl)c2)cc1,-2,16,2,i,-7,0,-10,17,-10
CC(C)(C)C1(C)OC(=O)C(=Cc2ccc(OCC(=O)Nc3ccccc3)cc2)C(=O)O1 (centres undefined),-2,-9,2,i,-5,3,-10,-2,-62
COC(=O)C1=C(C)NC(=O)CC1c1ccccc1 (centres undefined),3,-3,0,i,0,2,-1,-9,10
COc1cc(/C=N/NC(=O)c2ccc(N)cc2)ccc1OC(=O)c1cccc(C)c1,7,4,-5,i,8,5,-7,-4,8
Cc1ncoc1C(=O)N1CCCC(C(=O)c2ccc3c4c(cccc24)CC3)C1 (centres undefined),2,0,-2,i,-8,-3,0,8,-8
O=C1C=CC(=O)c2c(O)c(N3CCN(CCOCCO)CC3)c(Br)c(O)c21,-13,5,3,i,94*,39*,126*,47*,65*
CC1CCCCC1NC(=O)CSc1nncs1 (centres undefined),0,-6,0,i,-8,-2,-3,16,2
O=C(CSc1nnc(NC(=O)C2CC2)s1)NCc1ccccc1Cl,-1,-5,1,i,-3,-1,-3,14,-15
CCOCCCNC(=O)C(NC(=O)Cc1cccs1)c1ccccc1 (centres undefined),2,-1,-2,i,-1,-1,-1,-10,-8
Cc1ccc(Cl)c(OCCCCN2CCC(C)CC2)c1,1,-8,4,i,-11,2,2,6,5
CCCCOc1ccc(C2NC(=O)NC(C)=C2C(C)=O)cc1OCC (centres undefined),1,-9,-3,i,-8,3,1,12,-7
NNC(=O)C1SCCN1S(=O)(=O)c1ccc(Cl)cc1 (centres undefined),4,-5,-3,i,3,0,8,-8,6
CCN1CCN(c2ccc(S(=O)(=O)N3CCOCC3)cc2NC(=O)C(C)Oc2ccc(F)cc2)CC1 (centres undefined),-4,-5,-2,i,-35,1,-9,-4,7
CN(C)C(=O)c1ccc(NC(=O)CC2SC(N3CCCC3)=NC2=O)cc1 (centres undefined),6,-2,-8,i,2,5,-2,1,-5
O=C1NC(c2ccc(Cl)c([N+](=O)[O-])c2)Nc2ccccc21 (centres undefined),-2,10,-3,i,-2,3,3,-5,-9
COc1cc2c(C(=O)NCc3ccc4c(c3)OCO4)cn(CC(C)C)c(=O)c2cc1OC,3,1,-7,i,4,-2,-6,-21,6
